Screens from PubChem BioAssay.
TDP1 block: inhibitors of human tyrosyl-DNA phosphodiesterase TDP1 | recombinant TDP1, AlphaScreen DNA substrate cleavage | hit rate 0.28% among 350,000 | Potency, µM (titrated, usually from 130 µM), without a hit: at the highest dose activity change, negative = inhibition, usual class: inhibitors | Q9NUW8; note: nearly all actives have a fitted effect of over 40% in size
Target sequence (Q9NUW8 whole entry, looked up): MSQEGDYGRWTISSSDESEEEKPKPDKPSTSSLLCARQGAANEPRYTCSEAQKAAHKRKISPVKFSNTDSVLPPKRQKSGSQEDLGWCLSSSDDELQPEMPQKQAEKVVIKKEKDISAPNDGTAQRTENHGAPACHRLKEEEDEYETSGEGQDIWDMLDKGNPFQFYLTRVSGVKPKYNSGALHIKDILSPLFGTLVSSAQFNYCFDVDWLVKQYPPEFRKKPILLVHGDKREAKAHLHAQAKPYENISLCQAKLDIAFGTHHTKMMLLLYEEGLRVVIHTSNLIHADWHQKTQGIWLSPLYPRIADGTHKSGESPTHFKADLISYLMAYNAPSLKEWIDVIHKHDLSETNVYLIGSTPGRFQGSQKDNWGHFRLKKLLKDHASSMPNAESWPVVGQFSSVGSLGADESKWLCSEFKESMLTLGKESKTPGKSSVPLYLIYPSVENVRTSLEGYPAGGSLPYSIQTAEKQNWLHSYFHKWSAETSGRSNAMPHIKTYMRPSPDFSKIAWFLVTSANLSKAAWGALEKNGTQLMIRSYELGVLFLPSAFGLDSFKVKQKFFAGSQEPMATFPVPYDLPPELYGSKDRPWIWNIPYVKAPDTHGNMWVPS
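Tdp1 1 nM final; 15 min RT w/ cpd; substrate 15 nM, 5 min; beads 10 ug/ml, 10 min; AlphaScreen read. Neg ctrl: no enzyme.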
DT40 TDP1 CPT: DT40-hTDP1 cell growth loss with CPT; chicken DT40 Tdp1-/-;hTDP1 cells + 20 nM CPT, ATP luminescence, 48 h; Potency, µM (series often up to 46.2 µM), without a hit: at the top dose activity change, negative = growth inhibition, usual class: inhibitors; hit rate 12% among 420,000; AID 686979; note: nearly all actives have a fitted effect of over 55% in size
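Chicken DT40 Tdp1-/- cells complemented with human TDP1, 400 cells/well, exposed to compounds plus 20 nM camptothecin for at least 48 h at 37 C; viability read as ATP content by CellTiter-Glo luminescence.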
DT40 TDP1 no CPT: qHTS for Inhibitors of human tyrosyl-DNA phosphodiesterase 1 (TDP1): qHTS in cells in absence of CPT. DT40 Tdp1-/- hTDP1 cells, no CPT, ATP luminescence, 48 h. Potency, µM (top dose mostly 46.2 µM), for inactives: at the top dose activity change, negative = growth inhibition, hits mostly inhibitors. hit rate 15% among 420,000; note: nearly all actives have a fitted effect of over 55% in size
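DT40 Tdp1-/-;hTDP1 cells, no CPT (DMSO vehicle only), 400 cells/well; compounds pin-transferred; ≥48 hr, 37 °C; CellTiter-Glo 30 min RT dark, luminescence read.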
The depositor's hits bear a star; ? = inconclusive; . = not tested or not shown; & = joins results of further samples; [ ] = another dose, or the depositor's remark. Calls come from the whole dose curve; as a rule, active = well fitted curve in the direction sought with a large enough effect; inconclusive = small, poorly fitted or top-dose-only effect, or another doubt; inactive = no such curve, though single readings can be large; an effect the other way counts as inactive or inconclusive. % is set by controls: 0 for no effect and ±100 for the full control effect; potency is the fitted concentration of half-maximal effect. Random draw from the library (roughly 18% active in at least one column).

SMILES | TDP1 block | DT40 TDP1 CPT | DT40 TDP1 no CPT
COCCNc1nc(Oc2cccc(NC(C)=O)c2)c2sccc2n1 | . | ? | -23%
Cc1ccc(N(CC(=O)NCC2CCCO2)S(=O)(=O)c2ccc(Cl)cc2)cc1C (stereo not given) | 4% | -29% | -22%
CCC(=O)N1CN(S(=O)(=O)c2ccc(C)cc2)CC1C (stereo not given) | 2% | -2% | -5%
CCOP(=O)(OCC)C(NC(=O)c1cccs1)c1ccccc1 (stereo not given) | 8% | 5% | 5%
COc1ccc(C(=O)c2coc3ccc(O)c(CN(C)C)c23)cc1 | 5% | ? | ?
COc1ccc(S(=O)(=O)N(C)C)cc1NC(=O)COC(=O)C1CC1 | 0% | 1% | 11%
COCCn1c(SCc2cccnc2)nnc1-c1c[nH]c2ccccc12 | -5% | -1% | 0%
COc1ccc(CN(C)C(=O)c2ccc(NS(=O)(=O)c3ccc(C)c([N+](=O)[O-])c3)cc2)c(OC)c1OC | . | ? | -29%
COc1ccc(-c2nc3cc(C(C)C)ccc3o2)cc1NC(=O)COc1ccc(C)cc1C | 4% | 6.5µM* | ?
Cc1nc2cc(F)ccc2n1C1CCN(S(=O)(=O)c2ccccc2)CC1 | 2% | ? | ?
Cc1ccc(C)c(NC(=O)C2CC3CCC2C3)c1 (stereo not given) | . | 8% | -11%
CSc1ccccc1NC(=O)C1=CC(c2cccs2)=NS(=O)(=O)N1C | . | -17% | -29%
COc1ccc(C(=O)Nc2c(C)csc2C(=O)O)cc1 | 0% | 7% | -17%
O=C(COc1ccc(F)cc1)Nc1ccc2nc(SCC(=O)N3CCc4ccccc43)sc2c1 | -5% | 2.6µM* | 2.6µM*
CCN(CC)CCCNC(=O)CCc1c(C)nc2c(c1C)c(=O)n(C)c(=O)n2C | -1% | -28% | ?
COC(=O)CCNC(=O)N1CCN(c2nnc(C)c3c(C)n(-c4ccccc4)nc23)CC1 | 3% | -2% | -14%
COc1cccc(-c2nc(CS(=O)(=O)CC(=O)NCCCN3CCOCC3)c(C)o2)c1 | 5% | -4% | 14%
N#Cc1ccccc1-c1cncnc1NCc1cccnc1 | . | -20% | -20%
COc1ccc(OC)c(/C=N/Nc2cc(C)nc(N3CCOCC3)n2)c1 | . | ? | 16µM*
O=C(NNC(=O)c1cccs1)c1ccc(Cl)c(S(=O)(=O)N2CCCC2)c1 | 0% | -15% | 0%
CCN(Cc1ccccc1)S(=O)(=O)c1ccc(-c2coc(C)n2)cc1 | -3% | 13µM* | 23µM*
CCOC(=O)c1c(C)[nH]c(C)c1C(=O)COc1ncnc2cc([N+](=O)[O-])ccc12 | 5% | ? | ?
CC(CNc1nc2ccc(Cl)cc2n2cnnc12)c1ccccc1 (stereo not given) | . | ? | ?
Cc1nn(CCCC(=O)NCCc2ccccc2)c(=O)c2nn(-c3ccccc3)c(C)c12 | 1% | -2% | 11%
COc1ccc(S(=O)(=O)N(C)CC(=O)NCc2cccnc2)cc1C | 7% | -21% | -6%
CCOc1ccc(N(CC(=O)N2CCOCC2)S(=O)(=O)c2ccc(SC)cc2)cc1 | 9% | 8% | 5%
CCOCCc1nnc(NC(=O)C2CC(=O)N(c3ccc(OCC)cc3)C2)s1 (stereo not given) | . | 4% | 6%
CC(C)c1ccc(CN2CCC2(C)C(=O)Nc2ccc3c(c2)OCO3)cc1 (stereo not given) | . | ? | 8.2µM*
COc1ccc(CN(C)C(=O)C(Cc2ccccc2)NC(=O)c2ccccc2)cc1F (stereo not given) | 13% | 16µM* | 13µM*
Cc1cccc(CNC(=O)c2cnn(-c3nccc(-c4ccccc4F)n3)c2C)n1 | . | 8%[9.04 µM] | -1%
COc1cccc(NC(=S)NCCCN2CCOCC2)c1 | 0% | 2% | -1%
O=C(CCCN=C1NS(=O)(=O)c2ccccc21)OCC(=O)N1CCc2ccccc21 | 2% | -8% | -14%
O=C(Cc1ccc(S(=O)(=O)N2CCOCC2)s1)NCCc1ccc(F)cc1 | . | -4% | -29%
CCn1nnc2cc(C(=O)Nc3ccc(OC)cc3)ccc21 | 8% | -19% | -10%
O=C1OC(c2ccccc2)=N/C1=C/c1cccc(OC(=O)c2cccs2)c1 | . | -3% | -30%
CCOc1ccc(NC(=O)c2cc3cc4cc(OC)ccc4nc3s2)cc1 | 5% | -83% | 4.6µM*
Cc1ccc(N(C(=O)Cc2cccs2)C2C=CS(=O)(=O)C2)cc1Cl (stereo not given) | 3% | -26% | -5%
Cn1cc(Cl)c(C(=O)Nc2cccc(Cl)c2Cl)n1 | 0% | -11% | 3%
COc1ccccc1-c1cc(C(F)(F)F)nc(N2CCOCC2)n1 | . | 5% | -15%
CN(C)c1ccc(-c2nc(-c3ccco3)no2)cc1[N+](=O)[O-] | 6% | ? | ?
COc1ccc(Cl)cc1NC(=O)Cn1c(=O)n2nc(-c3ccccc3)nc2c2ccccc21 | 4% | -5% | -24%
C[C@@H]1CN([C@@H](C)CO)C(=O)c2cc(NC(=O)CCC(F)(F)F)ccc2O[C@H]1CN(C)S(=O)(=O)c1ccc(Cl)cc1 | 0% | -22% | -23%
C(#CCN1CCOCC1)CCCN1CCOCC1 | . | -14% | -4%
CC(=O)c1ccc(NC(=O)CSC(=S)N2CCCC2)cc1 | 3% | 12% | 0%
O=c1[nH]cnc2n[nH]nc12 | . | -8% | ?
CS(=O)(=O)c1ccc(Cl)c(C(=O)Nc2ccc3nc(N4CCOCC4)sc3c2)c1 | 3% | ? | ?
O=C(Cn1cc(S(=O)(=O)Cc2cccc(Cl)c2)c2ccccc21)Nc1ccc(F)c(Cl)c1 | 2% | ? | ?
CCN(CC)C(=O)C1CCCN(Cc2sccc2C)C1 (stereo not given) | -2% | -2% | 0%

Compound profiles, as listed above. Order of screens: TDP1 block | DT40 TDP1 CPT | DT40 TDP1 no CPT
Cc1nn(CCCC(=O)NCCc2ccccc2)c(=O)c2nn(-c3ccccc3)c(C)c12 is listed with 1% | -2% | 11%
O=c1[nH]cnc2n[nH]nc12 is listed with . | -8% | ?

More results.
SMILES | TDP1 block | DT40 TDP1 CPT | DT40 TDP1 no CPT
COc1cc(=O)[nH]c(SC(C)C(=O)Nc2nc3c(s2)CCCC3)n1 (stereo not given) | 9% | -19% | -15%
Nc1ccccc1NC1CCCCC1 | 5% | -20% | ?
Cc1ccc(S(=O)(=O)N2CCN(c3nc(-c4cccnc4)nc4ccccc34)CC2)cc1 | -3% | 13µM* | 11µM*
NC(=S)NNC(=O)c1cc(C(F)(F)F)cc(C(F)(F)F)c1 | . | 0% | -18%
CC(=O)CCc1c[nH]c2c(C(=O)O)cccc12 | 7% | 4% | 9%
COCCCNC(=O)c1ccc2c(c1)ncn2-c1ccc(C)cc1C | . | ? | -26%
Cc1ccc(NC(=O)CCN2C(=O)c3ccccc3Sc3ncccc32)c(Cl)c1 | 5% | 18µM* | 18µM*
CC1(c2nnnn2Cc2ccccc2)CCC(=O)N1CC(F)(F)F (stereo not given) | . | -7% | -18%
Cc1cc2cc(C=O)c(Cl)nc2cc1C | 5% | ? | 18µM*
O=C(COc1ccc(Br)cc1)N/N=C1/SCC(=O)N1Cc1ccccc1 | -3% | -26% | ?
Nc1ncccc1OCc1ccc(Cl)c(Cl)c1 | 7% | ? | 26µM*
CN(C(=O)CSc1nnnn1-c1ccc(O)cc1)C1CCS(=O)(=O)C1 (stereo not given) | -2% | 14% | -5%
Cc1ccc(O)c(NC(=O)CSc2ccc(Cl)cc2)c1 | 5% | -14% | -10%
CCOC(=O)N1CCC(Nc2c(NCCN3CCN(c4ccccc4F)CC3)c(=O)c2=O)CC1 | 0% | 3%&-4% | -8%&-4%
CC1=C(C(=O)Nc2ccccc2F)C(c2cccs2)C2=C(CCCC2=O)N1 (stereo not given) | -5% | -18% | -30%
CCOc1ccc(-c2c(C#N)c(N)nc3c2c(=O)n(C)c(=O)n3C)cc1OC | -2% | -16% | -16%
CC(=O)N1c2ccccc2CC1C(=O)NCc1cccc(Cl)c1 (stereo not given) | 0% | ? | -30%
CCOC(=O)CCC(=O)Nc1ccc(S(=O)(=O)N2CCCC2)cc1 | 1% | -1% | 5%
COc1ccccc1NC(=O)NCCCN1CCN(c2cccc(Cl)c2)CC1 | 8% | ? | ?
Cc1ccc(C)c(N2C(=O)N(C)c3ccccc3S2(=O)=O)c1 | 3% | ? | ?
COc1cc(/C=C2\C(=O)N(c3ccc(NC(C)=O)cc3)N=C2c2ccccc2)ccc1O | 8% | -16% | 7%
CCc1cccc(C)c1NC(=O)COn1nnc2ccc(C(F)(F)F)cc21 | 0% | ? | ?
CCNC(=O)C1(C)CCCN(C(=O)c2ccc3sccc3c2)C1 (stereo not given) | . | -12% | 2%
CCc1ccc(NC(=O)CCc2c(C)nn(-c3ccc(N4CCCCC4)nn3)c2C)cc1 | 4% | -22% | -27%

Given comma-delimited: entries from further up
Compound,TDP1 block,DT40 TDP1 CPT,DT40 TDP1 no CPT
CC(=O)CCc1c[nH]c2c(C(=O)O)cccc12,7%,4%,9%
COCCCNC(=O)c1ccc2c(c1)ncn2-c1ccc(C)cc1C,.,?,-26%
Cc1ccc(NC(=O)CCN2C(=O)c3ccccc3Sc3ncccc32)c(Cl)c1,5%,18µM*,18µM*
CC1(c2nnnn2Cc2ccccc2)CCC(=O)N1CC(F)(F)F (stereo not given),.,-7%,-18%
Cc1cc2cc(C=O)c(Cl)nc2cc1C,5%,?,18µM*
O=C(COc1ccc(Br)cc1)N/N=C1/SCC(=O)N1Cc1ccccc1,-3%,-26%,?
Nc1ncccc1OCc1ccc(Cl)c(Cl)c1,7%,?,26µM*
CN(C(=O)CSc1nnnn1-c1ccc(O)cc1)C1CCS(=O)(=O)C1 (stereo not given),-2%,14%,-5%
Cc1ccc(O)c(NC(=O)CSc2ccc(Cl)cc2)c1,5%,-14%,-10%
CCOC(=O)N1CCC(Nc2c(NCCN3CCN(c4ccccc4F)CC3)c(=O)c2=O)CC1,0%,3%&-4%,-8%&-4%
CC1=C(C(=O)Nc2ccccc2F)C(c2cccs2)C2=C(CCCC2=O)N1 (stereo not given),-5%,-18%,-30%
CCOc1ccc(-c2c(C#N)c(N)nc3c2c(=O)n(C)c(=O)n3C)cc1OC,-2%,-16%,-16%
CC(=O)N1c2ccccc2CC1C(=O)NCc1cccc(Cl)c1 (stereo not given),0%,?,-30%
CCOC(=O)CCC(=O)Nc1ccc(S(=O)(=O)N2CCCC2)cc1,1%,-1%,5%
COc1ccccc1NC(=O)NCCCN1CCN(c2cccc(Cl)c2)CC1,8%,?,?
Cc1ccc(C)c(N2C(=O)N(C)c3ccccc3S2(=O)=O)c1,3%,?,?
COc1cc(/C=C2\C(=O)N(c3ccc(NC(C)=O)cc3)N=C2c2ccccc2)ccc1O,8%,-16%,7%

The results go on:
SMILES | TDP1 block | DT40 TDP1 CPT | DT40 TDP1 no CPT
CCOc1ccccc1-c1nc(CN2CCC(C(=O)N3CCOCC3)CC2)c(C)o1 | 3% | 4% | 1%
CC(=O)Nc1ccc(NC(=O)C(C)OC(=O)C2CCN(S(=O)(=O)c3cccs3)CC2)cc1 (stereo not given) | . | -14% | -5%
CC(=O)c1ccc(C(=O)N2CCCC(N3CCN(c4ccc(F)cc4)CC3)C2)s1 (stereo not given) | -5% | ? | ?
O=C1CCc2cc(S(=O)(=O)N3CCC(C(=O)NC4CCCCCCC4)CC3)ccc2N1 | -3% | -28% | -21%
Nc1cc(C(=O)N2CCN(c3cccc(Cl)c3)CC2)ccc1N1CC2CC(C1)c1cccc(=O)n1C2 (stereo not given) | . | ? | ?
Cc1[nH]c(=O)nc(NN=Cc2ccc(Cl)cc2)c1C(=O)Nc1ccc(Cl)cc1 | . | -27% | ?
Cc1ccc(S(=O)(=O)N2Cc3ccccc3CC2C(=O)Nc2cc(C)on2)cc1 (stereo not given) | 5% | -26% | -26%
COCCNC(=O)c1ccc(CSc2nc3ccncc3n2Cc2ccccc2)cc1 | 0% | -3% | -24%
COCCNC(=S)N/N=C(\C)c1cccc(C(F)(F)F)c1 | 2% | ? | 21µM*
N#CC(c1ccccc1)C1CCN(Cc2ccccc2)CC1 (stereo not given) | 5% | -3% | -5%
COc1ccc(CCN(C)C(=O)COc2ccc(N(C)S(=O)(=O)c3ccc(C)cc3)cc2)cc1OC | . | ? | ?
COc1cc(C2CC(=O)c3cnc(N)nc3C2)cc(OC)c1OC (stereo not given) | 6% | -19% | -18%
Cc1cccc(NC(=S)N(CCc2ccncc2)C(C)C)c1C | 0% | -8% | -17%
CCn1c(=O)c(=O)[nH]c2cc(C(=O)NC3CCCC3)ccc21 | -1% | ? | ?
CCO[C@H]1OC(C(=O)NCc2nc3ccccc3[nH]2)=C[C@@H](c2ccc3c(c2)OCO3)[C@@H]1CCCO | . | ? | ?
O=C(c1ccccc1)C1OC1C(=O)c1ccccc1 (stereo not given) | . | 4.1µM* | 6.5µM*
